# Bioassay records: PubChem, several laboratories
# FBA Mtb inh = inhibits M. tuberculosis FBA enzyme; P9WQA3; inhibition, % at 1 µM; purified M. tuberculosis FBA, fluorescence read-out; hit rate 2.3% among 360,000; AID 588726; in the data active means inhibition above about 27%;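 further: 0% = vehicle and 100% = reference inhibitor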
# BioA inh = BioA (M. tuberculosis) enzyme inhibition; hit rate 0.096% among 360,000; inhibition, % at 9.99 µM; purified M. tuberculosis BioA enzyme, plate reader; AID 602481; in the data active means inhibition above about 40%; inconclusive means no clear call, values can overlap the other calls
# FadD28 binding = blocks FadD28 binding to the bisubstrate probe; fluorescence polarization; inhibition, % at 12.5 µM; hit rate 0.22% among 360,000; AID 588549; in the data active means inhibition above about 8.5%, passing the limit was not always enough; inconclusive means no clear call, values can overlap the other calls
# Anthrax LF prot = blocks Bacillus anthracis lethal factor protease; P15917; multiplex microsphere protease cleavage assay, LF; inhibition, % at 10 µM; hit rate 0.12% among 360,000; further: plate controls were buffer without enzyme for full effect and enzyme alone for no effect
# Target sequence (P15917 whole entry, looked up): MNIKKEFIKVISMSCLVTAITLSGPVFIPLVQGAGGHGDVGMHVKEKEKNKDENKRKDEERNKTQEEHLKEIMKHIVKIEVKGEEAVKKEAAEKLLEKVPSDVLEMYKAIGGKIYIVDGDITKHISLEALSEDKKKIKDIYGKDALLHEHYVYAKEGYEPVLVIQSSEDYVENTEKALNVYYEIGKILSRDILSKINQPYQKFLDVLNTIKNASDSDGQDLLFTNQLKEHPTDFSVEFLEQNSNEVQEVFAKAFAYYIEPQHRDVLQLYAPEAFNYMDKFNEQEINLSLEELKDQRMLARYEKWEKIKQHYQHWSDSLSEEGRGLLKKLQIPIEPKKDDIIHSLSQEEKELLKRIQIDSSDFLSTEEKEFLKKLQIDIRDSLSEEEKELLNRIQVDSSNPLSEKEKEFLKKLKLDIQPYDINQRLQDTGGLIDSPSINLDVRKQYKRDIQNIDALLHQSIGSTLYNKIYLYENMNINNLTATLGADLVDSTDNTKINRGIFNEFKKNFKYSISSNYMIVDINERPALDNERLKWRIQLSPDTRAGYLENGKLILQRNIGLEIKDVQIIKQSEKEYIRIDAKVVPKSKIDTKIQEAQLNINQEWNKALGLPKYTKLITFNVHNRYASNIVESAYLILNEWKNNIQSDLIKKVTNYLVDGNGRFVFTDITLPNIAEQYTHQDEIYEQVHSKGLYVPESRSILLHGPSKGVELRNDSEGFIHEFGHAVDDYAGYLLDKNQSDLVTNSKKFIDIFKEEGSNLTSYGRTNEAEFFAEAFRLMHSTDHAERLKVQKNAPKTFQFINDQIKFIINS
# GDH-TPI counter = counter-screen for M. tuberculosis FBA inhibitors: GDH-TPI coupled enzymes. GDH-TPI coupled enzyme counterscreen, NADH absorbance. hit rate 1.2% among 360,000. inhibition, % at 4.8 µM; in the data active means inhibition above about 30%;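 further: 0% = DMSO wells and 100% = wells lacking the enzyme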
# BoNT-F LC inh = inhibitors of Botulinum neurotoxin F light chain protease; inhibition, % at 10 µM; hit rate 0.22% among 360,000; Multiplex microsphere protease cleavage assay, flow cytometry; AID 588497; in the data active means inhibition above about 35%, passing the limit was not always enough; inconclusive means no clear call, values can overlap the other calls; further: plate controls were buffer without enzyme for full effect and enzyme alone for no effect
# PfHsp40 yeast = restores yeast growth despite PfHsp40 toxicity; S. cerevisiae expressing PfHsp40, growth rescue, ATP luminescence; growth rescue, % at 12.5 µM; hit rate 0.68% among 340,000; AID 504582; in the data active means growth rescue above about 28%, passing the limit was not always enough; inconclusive means no clear call, values can overlap the other calls;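 further: yeast W303a lacking pdr1 and pdr3 grown in galactose medium; growth measured after three days at 30 °C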
# UGM FP inh = blocks M. tuberculosis UGM enzyme; P9WIQ1; purified UGM, fluorescence polarization probe displacement; inhibition, % at 10 µM; hit rate 0.06% among 320,000; AID 504406; in the data active means inhibition above about 10%, passing the limit was not always enough; inconclusive means no clear call, values can overlap the other calls
# BoNT A protease = inhibitors of Botulinum neurotoxin A light chain protease. multiplex microsphere protease substrate cleavage, flow cytometry. inhibition, % at 10 µM. hit rate 0.17% among 360,000; further: plate controls were buffer without enzyme for full effect and enzyme alone for no effect
# * marks the source's active call; other numbers are inactive results; ? = inconclusive; nt = not tested or not shown. Unless noted, no stated cut-off is given here; in the data, active means inhibition above about 30%; inconclusive means no clear call, values can overlap the other calls; inactive means below that.
# The opening 4 records as a preview:
SMILES,FBA Mtb inh,BioA inh,FadD28 binding,Anthrax LF prot,GDH-TPI counter,BoNT-F LC inh,PfHsp40 yeast,UGM FP inh,BoNT A protease
FC(F)(F)c1nc2nc(Cl)c(Cl)nc2n1CCCN1CCOCC1,48*,-3.4,-0.9,8,20,-1,nt,nt,-0.9
O=C(COC(=O)c1ccco1)NC12CC3CC(CC(C3)C1)C2,-1,-1.0,-1.2,1,-3,-1,-0.5,0.1,-0.3
S=C1NCCN1CC1CCN(CCCC2CCCC2)CC1,-1,1.1,-2.1,-3,7,1,0.2,nt,0.0
COCCSc1nnc(NC(=O)c2ccc(OC)c([N+](=O)[O-])c2)s1,8,nt,0.4,1,7,0,-0.5,1.4,0.1

# Results (from the top)
SMILES,FBA Mtb inh,BioA inh,FadD28 binding,Anthrax LF prot,GDH-TPI counter,BoNT-F LC inh,PfHsp40 yeast,UGM FP inh,BoNT A protease
FC(F)(F)c1nc2nc(Cl)c(Cl)nc2n1CCCN1CCOCC1,48*,-3.4,-0.9,8,20,-1,nt,nt,-0.9
O=C(COC(=O)c1ccco1)NC12CC3CC(CC(C3)C1)C2,-1,-1.0,-1.2,1,-3,-1,-0.5,0.1,-0.3
S=C1NCCN1CC1CCN(CCCC2CCCC2)CC1,-1,1.1,-2.1,-3,7,1,0.2,nt,0.0
COCCSc1nnc(NC(=O)c2ccc(OC)c([N+](=O)[O-])c2)s1,8,nt,0.4,1,7,0,-0.5,1.4,0.1
Cc1ccccc1N(CC(=O)NCCc1ccccc1)C(=O)c1ccc(N2CCCC2)nc1,-2,-2.9,-0.6,-3,7,8,-0.2,-1.0,-1.9
Cc1ccc([C@H]2C(C(=O)O)=CC[C@@H](c3cccc(Cl)c3)N2S(=O)(=O)c2ccc(C)cc2)cc1,-1,20,-4.2,5,-2,0,213*,nt,0.1
O=C(COc1c(F)c(F)c(C(F)(F)F)c(F)c1F)Nc1ccc(N2CCOCC2)c(Cl)c1,-2,-0.9,-1.7,-2,6,22,30*,-0.4,0.7
COc1ccc(-c2nc3c(s2)CCc2onc(-c4ccc(Br)cc4)c2-3)cc1,1,-1.5,-3.6,-6,-4,-5,-1.1,-3.8,0.0
CCOc1ccc(NC(=S)N2CCCC2)cc1,0,0.0,-0.9,-1,-2,-1,0.4,3.6,-0.9
CCN1C(=O)c2ccc(C(=O)Nc3ccc(O)cc3C)cc2C1=O,3,-1.3,-0.9,-1,12,?,-1.5,-0.1,-4.0
NCc1csc(NC(=O)Nc2cccc(C(F)(F)F)c2)n1,1,-0.2,-7.2,-4,1,-6,nt,nt,0.3
CC(C)(C)C(=O)Nc1cc(S(=O)(=O)Nc2ccc(Cl)cc2)ccc1Cl,0,1.7,-4.2,-1,-8,-2,2.8,-2.3,-0.1
Cc1onc(-c2ccccc2)c1C(=O)Nc1nnc(N(C)Cc2ccccc2)s1,2,1.1,-5.6,1,4,-3,-1.2,-0.1,0.4
COc1ccc(OC)c(/C=c2\sc3nc(-c4cccs4)nn3c2=O)c1,0,-11,-1.5,1,10,-1,-0.2,?,1.3
Cc1ccc(C2(c3ccccc3)NC(=O)N(CC(=O)N(C)C3CCS(=O)(=O)C3)C2=O)cc1C (configuration not stated),2,1.2,-2.1,-7,0,-8,-0.2,-0.4,-0.1
CCn1c(COc2ccc(C)cc2)nc2ccccc21,-1,nt,-2.7,3,-1,-5,6.4,-1.4,-0.3
Cc1c(C(=O)O)oc2c3c(ccc12)OCCO3,60*,5.1,-1.6,5,9,-6,-0.3,-1.9,0.7
CCN(C(=O)COC(=O)C(c1ccccc1)c1ccccc1)c1c(N)n(Cc2ccccc2)c(=O)[nH]c1=O,-1,-1.7,-14,-2,7,-5,0.0,nt,-0.9
CN1CCN(C(=O)/C(=C\c2cccs2)NC(=O)c2ccco2)CC1,1,-1.9,-4.0,0,9,4,0.2,-1.3,0.3
CC(=O)c1sc(=S)n(-c2ccccc2)c1C,2,0.0,-0.3,nt,68*,nt,0.0,0.6,nt
COc1ccc(CCNc2ncnc3cc(OC)c(OC)cc23)cc1OC,0,nt,-0.8,0,-3,-4,0.0,nt,-0.5
Fc1cccc(-n2cc(-c3ccccc3)c3c(=S)nc[nH]c32)c1,-2,-0.6,-2.2,0,12,-2,4.8,-4.4,-1.6
Cc1cc(C(=O)COC(=O)c2ccccc2NCCO)c(C)n1CC1CCCO1 (configuration not stated),29*,-2.6,-1.1,-5,16,-7,1.9,-0.6,-5.5
O=S(=O)(Nc1ccccc1N1CCOCC1)c1ccc(Cl)cc1,1,-2.6,-0.5,-6,6,4,0.4,-0.7,-0.3
Cc1ccc(-n2nnnc2SCCNS(=O)(=O)c2ccccc2)cc1C,-2,nt,-5.9,-6,2,-19,2.4,-2.9,-4.0
Cn1cc(S(=O)(=O)N2CCOCC2)cc1C(=O)Nc1ccc(Cl)cc1,1,-0.6,-1.9,1,12,-10,-0.8,-1.1,-0.7
Cc1ccc2c(c1Br)/C(=N/N1C(=O)c3ccccc3C1=O)C(=O)N2,-2,nt,-0.2,2,7,3,-0.5,-3.1,-0.3
O=C(CCSc1ccccc1)OCn1nnc2ccccc2c1=O,2,nt,0.8,0,-4,0,0.8,-1.5,-1.7
Cc1ccccc1NC(=O)C(C)O/N=C/c1cccc([N+](=O)[O-])c1 (configuration not stated),0,0.5,-0.8,-4,9,-22,-0.1,-2.1,-0.7
CCn1cc(C(=O)N[C@H](C(=O)NCCN2CCOCC2)C(C)C)c(=O)c2cc3c(cc21)OCO3,7,0.8,-0.8,-4,10,3,0.5,0.7,-0.3
CC(=O)c1ccc(NC(=S)NCc2cccnc2)cc1,1,4.6,-0.4,-1,2,0,0.4,4.4,0.8
Cn1c(=O)[nH]c(=O)c2c1nc(CN1CCN(c3ccc(F)cc3)CC1)n2CCCc1ccccc1,0,-0.7,-0.6,-2,6,0,-1.0,-2.0,0.4
O=C(c1cccc(N2CCCC2=O)c1)N1CCN(c2cccc(Cl)c2)CC1,2,37,-1.4,-4,2,-4,0.7,5.1,-1.9
COc1ccc(NC(=O)Cn2cnc3ccccc3c2=O)cc1OC,1,nt,-2.0,-4,-6,3,-1.0,0.4,-0.3
Cc1ccc(CN2CCC(c3cc(-c4ccc(Cl)cc4)n[nH]3)CC2)cc1,3,nt,-7.8,-7,5,?,1.9,0.9,-0.8
NCCCCCC(=O)O,3,-2.4,0.4,7,17,0,0.3,-0.3,0.8
CC1CCC(NC(=O)CCNS(=O)(=O)c2ccccc2)CC1 (configuration not stated),-1,-1.3,-5.7,2,8,3,-0.6,0.6,-0.1
O=S(=O)(NCC1CC1)c1cc(Cl)cc(Cl)c1,-1,-0.3,-3.1,-11,-7,-20,1.2,2.7,-2.3
COc1ccc(-n2nc(C(=O)O)nc2-c2ccccc2)cc1,8,-3.5,-0.4,0,13,-7,-0.3,-1.0,-0.2
COc1ccc(OC)c(Nc2nc(=O)c3cccnc3s2)c1,3,nt,-2.8,-4,0,-4,21,nt,-0.8
C=CCNc1nc(NCCN2CCOCC2)nc(OC)n1,5,-1.2,-1.9,-1,4,20,-1.1,-0.6,-0.3
Cc1ccc(C2C3CSCC=C3C(C#N)=C(N)C2(C#N)C#N)cc1 (configuration not stated),5,nt,-2.6,-4,18,-10,-2.9,-1.1,-0.1
CC1CC(C)CN(C(=O)c2ccc(C#N)cc2)C1 (configuration not stated),-2,nt,-2.3,0,-11,1,-0.5,0.5,0.5
Oc1ccc(-c2csc(NCc3ccco3)n2)cc1,-1,1.6,-2.4,-4,-9,4,3.0,1.3,-0.3
COc1ccc(N2CC(C(=O)Nc3cccc(OC(C)C)c3)CC2=O)cc1 (configuration not stated),-3,0.3,3.6,5,12,8,2.4,0.0,1.9

# The closing 5 compounds of the section before are carried over, then new ones follow:
SMILES,FBA Mtb inh,BioA inh,FadD28 binding,Anthrax LF prot,GDH-TPI counter,BoNT-F LC inh,PfHsp40 yeast,UGM FP inh,BoNT A protease
C=CCNc1nc(NCCN2CCOCC2)nc(OC)n1,5,-1.2,-1.9,-1,4,20,-1.1,-0.6,-0.3
Cc1ccc(C2C3CSCC=C3C(C#N)=C(N)C2(C#N)C#N)cc1 (configuration not stated),5,nt,-2.6,-4,18,-10,-2.9,-1.1,-0.1
CC1CC(C)CN(C(=O)c2ccc(C#N)cc2)C1 (configuration not stated),-2,nt,-2.3,0,-11,1,-0.5,0.5,0.5
Oc1ccc(-c2csc(NCc3ccco3)n2)cc1,-1,1.6,-2.4,-4,-9,4,3.0,1.3,-0.3
COc1ccc(N2CC(C(=O)Nc3cccc(OC(C)C)c3)CC2=O)cc1 (configuration not stated),-3,0.3,3.6,5,12,8,2.4,0.0,1.9
Cc1ccc(C(=O)NCC(=O)OCC(=O)N(CC(C)C)c2c(N)n(Cc3ccccc3)c(=O)[nH]c2=O)s1,-3,4.7,-3.1,2,-4,-2,nt,nt,0.2
O=S(=O)(c1cccs1)N1CN(Cc2cccs2)c2nc3ccccc3nc21,103*,nt,2.1,2,17,2,-0.1,-1.1,0.6
Cc1ccc(N=C(NO)c2nonc2N)c(C)c1,0,nt,-3.9,1,5,-8,0.7,1.6,-0.2
Cc1ccc(NS(=O)(=O)c2cccc(C(=O)OCC(=O)NCc3ccco3)c2)cc1,1,2.0,-2.7,-2,-5,6,1.2,0.7,-0.5
O=C(CSc1nc(-c2ccccc2)cs1)Nc1cccc([N+](=O)[O-])c1,0,nt,7.8,0,1,-6,7.3,-1.1,-0.9
O=C(NC(=Nc1nc2ccccc2o1)NC(=O)c1ccccc1)c1ccccc1,4,-1.3,-1.9,-2,2,0,-0.2,-1.9,0.0
CCOC(=O)C(C)n1cnc2c(nnn2-c2ccc(C)cc2)c1=O (configuration not stated),8,3.7,0.6,0,2,-8,1.1,3.5,-0.2
CCN(CC)CCNC(=O)c1cccc(NC(=O)C(=O)c2ccccc2NC(C)=O)c1,10,-0.5,-0.6,-2,10,-3,1.8,0.5,-0.4
CCOc1cc(N2CCOCC2)c(OCC)cc1NC(=O)Cn1nc(C)c([N+](=O)[O-])c1C,2,nt,0.5,-1,3,-9,0.0,2.1,-0.4
O=S(=O)(NN1CCOCC1)c1ccc(Cl)s1,3,-1.2,-1.7,-3,0,-5,0.1,-0.3,-1.2
O=c1nc(-c2ccccc2)c2cc(Br)ccc2[nH]1,9,-1.6,-1.1,-1,19,2,3.9,0.5,-1.0
NC(=O)c1c(NC(=O)CSc2nnc(Cc3ccccc3)n2Cc2ccco2)sc2c1CCC2,4,-3.4,-1.0,-1,11,-8,-0.3,3.9,1.1

# Two records picked at random from those above:
SMILES,FBA Mtb inh,BioA inh,FadD28 binding,Anthrax LF prot,GDH-TPI counter,BoNT-F LC inh,PfHsp40 yeast,UGM FP inh,BoNT A protease
CCOc1cc(N2CCOCC2)c(OCC)cc1NC(=O)Cn1nc(C)c([N+](=O)[O-])c1C,2,nt,0.5,-1,3,-9,0.0,2.1,-0.4
CCN(CC)CCNC(=O)c1cccc(NC(=O)C(=O)c2ccccc2NC(C)=O)c1,10,-0.5,-0.6,-2,10,-3,1.8,0.5,-0.4
